PfM18AAP inh – blocks P. falciparum M18 aspartyl aminopeptidase; recombinant PfM18AAP, H-Glu-NHMec fluorogenic cleavage; actives 1.2% (n = 290,000); inhibition, % at 7.35 µM;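 active = inhibition above the campaign mean inhibition over all tested compounds plus 3 SD, cut at about 28% in these data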;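 also: 0% = plate median of test compound wells and 100% = 2 mM ZnCl2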
IDE act – IDE (human) activation, cell-based; actives 0.073% (n = 340,000); AID 493087; HEK cells, FAbeta-B cleavage, fluorescence polarization; 0% vehicle, 100% cell-free pure enzyme wells; P14735; activation, % at 5.96 µM;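 active = activation above the mean of all tested compounds plus 3 SD, set per screening campaign, cut at about 17% in these data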
GPR7 antag – human neuropeptides B/W receptor 1 antagonism | P48145 | GPR7-expressing cells, fluorescence antagonist assay | inhibition, % at 4.4 µM | actives 1.1% (n = 290,000) | AID 1861; in the data active = inhibition above about 16%, passing the limit was not always enough;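 also: cells stimulated with the agonist NPW; 0% = agonist with vehicle and 100% = vehicle without agonist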
Target sequence (P48145 whole entry, looked up): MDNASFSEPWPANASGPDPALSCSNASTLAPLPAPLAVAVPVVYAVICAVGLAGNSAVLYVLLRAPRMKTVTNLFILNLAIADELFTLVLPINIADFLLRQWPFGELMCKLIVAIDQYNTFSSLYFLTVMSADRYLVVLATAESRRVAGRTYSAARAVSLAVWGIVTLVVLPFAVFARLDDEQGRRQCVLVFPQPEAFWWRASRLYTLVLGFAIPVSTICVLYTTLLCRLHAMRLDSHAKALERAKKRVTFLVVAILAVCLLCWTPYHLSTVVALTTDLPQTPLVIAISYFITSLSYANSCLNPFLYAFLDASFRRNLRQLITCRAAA
IMP-1 inh – blocks Pseudomonas aeruginosa IMP-1 metallo-beta-lactamase; inhibition, % at 5.6 µM; purified IMP-1, nitrocefin hydrolysis, epi-absorbance fluorescence; actives 0.45% (n = 290,000); AID 1556;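 active = inhibition above the mean plus 3 SD of all compounds in the same screening run, cut at about 4.5% in these data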;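 also: 0% = IMP-1 with DMSO and 100% = DMSO wells lacking enzyme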
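System: purified IMP-1; amount: IMP-1 0.2 nM before substrate addition; compound: single dose, 5.6 µM; times: 25 °C, 15 min preincubation, 25 min reaction; signal: Epi-absorbance via hydrolysed-nitrocefin quenching of white-plate fluorescence, 480/530 nm, EDTA stop; benchmarks: DMSO with and without IMP-1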
IDE inh – inhibitors of human insulin-degrading enzyme in cells; P14735; HEK cells, FAbetaB cleavage, fluorescence polarization; inhibition, % at 5.59 µM; actives 0.41% (n = 320,000); AID 434962;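 active = percent inhibition above the average of all tested compounds plus 3 SD, set per screening campaign, cut at about 16% in these data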;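 also: IDE supplied by intact live HEK cells; FP after avidin binding of uncleaved biotin substrate so inhibition keeps polarization high; 0% = DMSO wells and 100% = 60 µM reference IDE inhibitor Ii1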
NALP1 yeast inh – blocks the NALP1 inflammasome reconstituted in yeast | S. cerevisiae NALP1/ASC/caspase-1 growth, X-gal OD620, 72 h | inhibition, % at 10 µM | actives 0.61% (n = 280,000) | AID 2071; in the data active = inhibition mostly above about 24%, no sharp cut-off; inactive = mostly below about 32%; also: some compounds called inactive have numbers as strong as hits
p-CIP stab down – p/CIP protein destabilization. actives 0.01% (n = 290,000). decrease of EGFP signal, % at 10 µM. AID 1984. F442A p/CIP-EGFP cells, EGFP fluorescence, 16 h. Q05BA5;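 active = EGFP signal decrease of at least 30% at 10 µM or well 3 SD below plate mean, unless failing retest; inactive = the rest, including hits failing retest or dose response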; also: some compounds called inactive have numbers as strong as hits; many of its hits are not listed in these tables
VIM-2 inh – blocks Pseudomonas aeruginosa VIM-2 metallo-beta-lactamase; AID 1527; purified VIM-2, nitrocefin hydrolysis, epi-absorbance fluorescence; actives 0.89% (n = 290,000); inhibition, % at 5.6 µM;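 active = inhibition above the mean of all tested compounds plus 3 SD, cutoff set per screening run, cut at about 7.5% in these data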;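 also: red hydrolysis product quenches plate fluorescence so inhibitors raise well fluorescence; 0% = enzyme with DMSO and 100% = DMSO without enzyme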
PHOSPHO1 block – blocks human PHOSPHO1 phosphatase activity | Q8TCT1 | recombinant PHOSPHO1, absorbance phosphatase assay | actives 1.1% (n = 290,000) | inhibition, % at 13.3 µM; in the data active = inhibition above about 60%
Target sequence (Q8TCT1 whole entry, looked up): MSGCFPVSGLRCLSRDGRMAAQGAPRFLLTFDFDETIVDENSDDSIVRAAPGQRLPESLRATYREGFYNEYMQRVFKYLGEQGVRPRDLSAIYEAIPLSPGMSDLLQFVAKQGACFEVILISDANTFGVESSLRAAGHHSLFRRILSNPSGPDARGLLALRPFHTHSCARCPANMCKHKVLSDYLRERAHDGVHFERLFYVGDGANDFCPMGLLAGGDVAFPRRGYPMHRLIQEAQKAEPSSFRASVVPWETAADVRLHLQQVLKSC
The depositor's hits bear a star; nt = not tested or not shown.

entry	VIM-2 inh	NALP1 yeast inh	PHOSPHO1 block	IMP-1 inh	PfM18AAP inh	IDE act	IDE inh	GPR7 antag	p-CIP stab down	structure
1	0.7	-17	55	-1.6	-6	4	4	-12	-15	Cn1ccnc1SCC(=O)NC12CC3CC(CC(C3)C1)C2
2	-2.8	-2	21	-1.8	-6	1	4	-17	-12	CCOC(=O)c1csc(NC(=O)c2cc3ccccc3o2)n1
3	3.8	-3	14	4.0	3	4	7	-2	-7	Cc1nnc(SCC2=C(C(=O)O)N3C(=O)C(NC(=O)c4cc(F)c(F)cc4Cl)C3SC2)s1 (stereo not drawn)
4	-3.2	-11	32	-2.5	12	4	6	-1	-11	COc1ccc(-c2coc3cc(O)ccc3c2=O)cc1O
5	-0.8	nt	nt	-2.8	4	nt	5	-9	nt	Cc1cc(C)c2cc(C#N)c(N3CCCN(S(=O)(=O)c4ccccc4)CC3)nc2c1
6	-0.8	5	-2	-1.7	1	-3	7	-2	3	Cc1cc(=O)oc(C)c1C(=O)NCc1ccccn1
7	-1.4	6	36	-0.9	0	5	4	-6	10	Cc1cc(C(=O)Nn2c(C)nc3ccccc3c2=O)ccc1[N+](=O)[O-]
8	-1.7	13	14	-2.6	0	5	1	-12	0	COc1ccc(CCNS(=O)(=O)c2ccc([N+](=O)[O-])cc2)cc1OC
9	2.9	13	21	-0.7	6	3	4	9	1	CCn1c(=O)cc(SCC(=O)N2CCCCC2)c2ccccc21
10	-1.1	20	11	-2.9	5	-1	-14	9	2	N#Cc1nc(-c2ccco2)oc1NCc1cccnc1
11	-1.6	-5	44	-4.4	5	6	2	-9	-1	COc1ccccc1NC(=O)Nc1ccnn1C1CCN(C(=O)c2cccnc2)CC1
12	-1.0	16	38	-1.8	1	3	-3	2	0	O=C(Cn1ncc2c([nH]c3ccccc32)c1=O)Nc1ccc(F)cc1F
13	-3.3	-6	37	-1.9	3	6	nt	-16	-13	Cc1ccc(NC(=O)C2SC(=Nc3ccccc3)C(C(=O)Nc3ccc(Cl)cc3)=C2N)cc1 (stereo not drawn)
14	-2.4	2	-13	-1.5	-3	4	2	0	6	O=C(O)c1cn(-c2ccc(N3CCCC3)c(F)c2)c2c(F)c(F)c(F)cc2c1=O
15	-2.8	2	2	-3.6	25	9	3	-16	0	COc1ccc(CNc2nc(NCc3ccc(OC)cc3)n(C(=O)c3ccncc3)n2)cc1
16	-0.9	17	-7	-2.4	-3	5	7	-3	-10	Cc1ccc(CNC(=O)COC(=O)CSc2ccc(Br)cc2C)cc1
17	-4.6	14	-43	-3.3	13	-6	5	-7	-5	CN1CCc2[nH]c3ccc(C(=O)NN)cc3c2C1
18	1.6	35	58	-1.5	1	6	0	-6	13	Cc1ccc(CN2CCC(C(=O)Nc3cccc(-c4cccc(F)c4)c3)CC2)o1
19	-4.3	4	-40	-3.2	-10	1	-1	-18	-1	CCOc1ccccc1CNc1nc2nc3c(c(=O)n2[nH]1)CCC3
20	-1.0	8	10	-5.7	-5	-3	3	1	5	COc1ccc(C(=O)NCc2ccc(C)cc2)cc1S(=O)(=O)N1CCCc2ccccc21
21	-0.7	10	31	-2.1	-2	7	0	-7	-11	CC(Oc1ccccc1)C(=O)Nc1nnc(S(=O)(=O)N2CCCCCC2)s1 (stereo not drawn)
22	-2.0	-10	21	-0.4	-2	4	6	11	-3	O=C(c1ccc(C(=O)N2CCOCC2)s1)N1CCOCC1
23	-1.1	-7	9	-3.6	-6	-2	-5	4	-8	CC(C)CCN1CCN(Cc2ccc(Oc3ncccn3)cc2)CC1CCO (stereo not drawn)
24	-1.8	8	28	7.3*	8	2	0	-15	-14	O=C(O)/C(=C\c1ccccc1OC(F)F)c1ccc(-c2ccccc2)cc1
25	-1.0	nt	nt	-2.3	5	2	0	-11	nt	Cc1ccccc1Cn1nnc2c1C(=O)c1ccccc1C2=O
26	0.3	-16	-12	-2.2	0	0	0	7	-10	O=C(c1ccc(COCC(F)(F)F)cc1)N1CCN(c2ccccn2)CC1
27	-0.6	-4	19	-4.4	7	-4	1	-1	-1	OCC1(CCOc2ccccc2)CCN(Cc2cn[nH]c2-c2ccccc2)CC1
28	0.9	21	44	1.4	-11	1	1	13	-8	O=C(NCc1ccc(F)cc1)c1ccc2c(=O)n3c(nc2c1)CCCCC3
29	-0.6	5	2	-2.8	-5	1	3	1	-3	CC12CCC(C(=O)NC(c3ccccc3)c3ccccc3)(OC1=O)C2(C)C (stereo not drawn)
30	1.8	44*	32	4.2	20	0	nt	19	-4	O=C1CSC(=S)N1c1ccc(Cl)c(Cl)c1
31	-2.6	-9	-12	-4.3	0	0	-1	12	-12	O=C(NCc1ccccc1)C(C(=O)c1ccc(F)cc1)n1ccccc1=O (stereo not drawn)
32	-3.8	11	-12	-4.0	-2	0	1	-2	2	O=C(N/N=C/c1ccccc1OC(F)F)c1cc(-c2ccncc2)nc2ccccc12
33	-1.4	-8	11	0.4	-13	1	-1	20*	-9	Cc1ccc(NC(=S)NCc2ccc(S(N)(=O)=O)cc2)cc1Cl
34	-2.3	-2	-1	-2.4	0	-2	-2	-13	-2	COc1ccc(C(=O)Cc2cc(OC)c(OC)cc2[N+](=O)[O-])cc1
35	-0.4	5	-5	-4.7	-9	3	-2	-5	-4	COc1ccccc1NC(=O)C12CC3CC(C1)CC(c1ccc(C)cc1)(C3)C2
36	-2.1	17	-8	-2.9	1	7	-1	-19	-13	CC(C)N1CCN(CCCc2ccccc2)CC1CCO (stereo not drawn)
37	-3.2	9	5	-2.7	1	1	-3	-1	-6	O=C(/C=C/c1ccc2c(c1)OCO2)NCCCN1CCOCC1
38	-3.6	10	14	-2.9	0	2	4	-1	-18	CCOC(=O)C1(CCOc2ccccc2)CCN(Cc2ccc(F)c(OC)c2)CC1
39	0.3	5	-6	-0.8	1	5	-1	0	-14	COc1ccc(OC)c(Cc2nnc(CCC(=O)NCc3ccc(C)s3)o2)c1
40	-1.5	-12	26	-4.5	-2	-1	3	-5	1	COc1ccccc1NS(=O)(=O)c1cc(C(=O)N2CC(C)CC(C)C2)ccc1C (stereo not drawn)
41	0.5	5	-4	-1.6	-1	1	9	-7	-4	O=Cc1cn(CCC(=O)O)nc1-c1cc2ccccc2o1
42	1.0	10	38	-1.4	0	2	-7	-8	-10	CC1=C(C)CC(C(=O)NC(C)CCc2ccccc2)C(C(=O)O)C1 (stereo not drawn)
43	-2.9	-6	16	-2.4	-4	3	5	11	2	Cc1cc(C(=O)COC(=O)C2CCN(C(=O)c3ccc(Cl)cc3)CC2)c(C)n1CC1CCCO1 (stereo not drawn)
44	-3.4	31	-8	-4.2	-3	1	1	-2	9	O=C(CNC(=O)C1CCCCC1)Nc1ccccc1
45	1.2	2	-21	-2.4	-3	0	-2	4	-9	COC(=O)Cn1cnc2c(nnn2-c2cccc(OC)c2)c1=O
46	-0.6	8	6	-1.1	0	-2	2	1	8	Cc1nc(CSc2ccc(Cl)cc2)cs1
47	-2.0	-1	16	-2.9	-3	0	5	2	7	O=C1CN(C(=O)CSc2ccc(-c3ccc(F)cc3)nn2)c2ccccc2N1
48	-2.1	21	3	1.5	2	5	-3	-19	-17	OC(COC(c1ccccc1)c1ccccc1)CN1CCCCC1 (stereo not drawn)
49	-1.3	13	41	-3.7	1	3	4	-3	4	COc1ccc(CC(=O)NCC2CCCN(Cc3ccc(F)c(OC)c3)C2)cc1 (stereo not drawn)
50	1.1	-1	29	-1.6	-4	2	-6	-3	-22	Clc1cccc(Cl)c1C[n+]1ccc2ccccc2c1
51	-2.8	14	18	-6.8	-11	5	1	-9	-6	CCOC(=O)Cn1c(=O)sc2ccccc21
52	-1.5	-18	24	-1.3	3	-3	5	-12	-2	Cn1c(/N=C/c2c(O)ccc3ccccc23)nc2ccccc21
53	-1.3	24	11	-3.2	1	0	2	-9	-2	COc1ccc(C2C(C#N)=C(N)Nc3nc4ccccc4n32)cc1 (stereo not drawn)
54	-3.7	-6	36	-4.3	7	2	nt	-9	-6	COc1ccc(NC(=O)CN(c2ccc(Cl)cc2)S(C)(=O)=O)cc1OC
55	-3.6	7	15	-3.4	2	-2	0	-2	-15	Cc1ccc(N2C(=O)C3N=NN(CC(=O)N4N=C(c5cccc6ccccc56)CC4c4ccccc4)C3C2=O)cc1 (stereo not drawn)
56	-0.5	4	-6	-4.7	8	0	2	-7	-1	Cc1cccc(OCC(=O)NC2CC(C)(C)NC(C)(C)C2)c1
57	-0.7	28	-23	-2.0	3	-4	1	-8	25	O=C(COC(=O)c1c(F)cccc1F)Nc1ccc2[nH]c(=O)[nH]c2c1
58	-0.1	25	1	0.1	1	6	3	10	-4	CCN1C(=O)/C(=C/N(C)C)c2ccccc21
59	-6.8	18	3	-2.8	1	-5	-3	-15	-23	O=C(CSc1nnc(SCc2ccccc2)s1)N/N=C/c1c(Cl)cccc1Cl
60	2.7	31	-7	-3.4	3	-5	4	-5	-1	Cc1nn(-c2ccccc2)c(Cl)c1C(=O)NCC(=O)O

Other structures follow.
entry	VIM-2 inh	NALP1 yeast inh	PHOSPHO1 block	IMP-1 inh	PfM18AAP inh	IDE act	IDE inh	GPR7 antag	p-CIP stab down	structure
61	-3.2	3	2	-3.8	-1	6	4	-3	2	Cc1ccc(NC(=O)CC2S/C(=N/N=C/C=C/c3ccccc3)NC2=O)cc1Cl (stereo not drawn)
62	-1.1	0	-3	-6.5	2	-3	-3	-14	-5	O=C1CC(c2ccc(S(=O)(=O)NCCOc3ccccc3)cc2)CN1 (stereo not drawn)
63	-0.8	8	-29	-1.5	2	-1	0	-11	-18	CC(C)(C)c1[nH]nc2c1C(c1ccncc1)C(C#N)=C(N)O2 (stereo not drawn)
64	-1.1	8	-20	-4.2	-16	4	-8	-2	4	Nc1c(NCc2ccccc2F)c(=O)[nH]c(=O)n1Cc1ccccc1
65	1.1	18	36	-2.2	4	3	-3	-12	-11	Cc1ccc(-c2csc(N=C(N)N)n2)cc1
66	-1.6	-3	6	0.1	4	-1	0	9	-8	Cn1c(SCC(=O)Nc2cccc3ccccc23)nc(O)cc1=O
67	-1.3	-5	-1	-2.9	1	5	-1	-10	-8	N#Cc1c(N)n(-c2ccc(C(=O)O)cc2)c2nc3ccccc3nc12
68	-0.8	8	24	-3.0	-4	1	nt	-27	-1	CC(C)CC(C(=O)NC(C)(C)C)N(Cc1ccccc1Cl)C(=O)c1snc(C(N)=O)c1N (stereo not drawn)
69	-2.5	12	3	-2.9	4	-5	0	-6	7	O=C(O)c1ccc(CSc2nnc(-c3ccco3)n2-c2ccccc2)cc1
70	-5.2	14	-7	-1.3	1	3	-4	-2	-4	COc1ccc(NC(C#N)c2ccc(OC)cc2)cc1 (stereo not drawn)
71	1.5	27	39	-4.4	7	-1	2	0	-3	Clc1ccccc1-c1nnc2sc(-c3cccs3)nn12
72	1.1	-13	28	-1.1	-2	2	0	27	3	O=C1CCCc2c1[nH]c1ccccc21
73	-3.7	40	-15	-1.9	-2	3	-3	-10	-2	NC(=O)CN(c1ccc(Cl)cc1)S(=O)(=O)c1ccccc1

Complete entries as entered above:
N#Cc1c(N)n(-c2ccc(C(=O)O)cc2)c2nc3ccccc3nc12 is listed with VIM-2 inh = -1.3; NALP1 yeast inh = -5; PHOSPHO1 block = -1; IMP-1 inh = -2.9; PfM18AAP inh = 1; IDE act = 5; IDE inh = -1; GPR7 antag = -10; p-CIP stab down = -8
CC(C)CC(C(=O)NC(C)(C)C)N(Cc1ccccc1Cl)C(=O)c1snc(C(N)=O)c1N (stereo not drawn) is listed with VIM-2 inh = -0.8; NALP1 yeast inh = 8; PHOSPHO1 block = 24; IMP-1 inh = -3.0; PfM18AAP inh = -4; IDE act = 1; IDE inh = nt; GPR7 antag = -27; p-CIP stab down = -1
